Assay outcomes from PubChem BioAssay.
CHRM5 agonist: agonists of human muscarinic M5 receptor (CHRM5); CHO-K1 hM5 cells, Fluo-8 calcium fluorescence; 0% DMSO wells, 100% maximal acetylcholine response; P08912; 360,000 tested, 0.19% active; activation, % at 3 µM;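 active = activation above the run's mean over test compounds plus 3 SD, cut at about 23% in these data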;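 also: signal is peak over basal fluorescence ratio across the kinetic read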
Target sequence (P08912 whole entry, looked up): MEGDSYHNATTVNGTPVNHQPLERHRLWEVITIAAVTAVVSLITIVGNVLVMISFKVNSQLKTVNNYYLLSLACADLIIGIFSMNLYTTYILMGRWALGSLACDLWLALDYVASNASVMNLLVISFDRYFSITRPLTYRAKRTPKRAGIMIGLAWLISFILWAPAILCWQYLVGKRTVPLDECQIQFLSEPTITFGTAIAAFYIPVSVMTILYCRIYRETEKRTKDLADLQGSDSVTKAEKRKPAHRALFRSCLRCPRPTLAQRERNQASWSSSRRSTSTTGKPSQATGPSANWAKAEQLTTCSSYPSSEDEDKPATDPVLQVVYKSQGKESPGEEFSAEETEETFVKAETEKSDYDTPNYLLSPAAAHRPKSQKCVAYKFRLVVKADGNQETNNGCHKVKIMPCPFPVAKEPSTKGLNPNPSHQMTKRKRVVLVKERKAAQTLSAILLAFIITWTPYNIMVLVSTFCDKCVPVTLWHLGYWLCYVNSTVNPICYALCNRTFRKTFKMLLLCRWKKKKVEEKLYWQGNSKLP
M4 antag: CHRM4 antagonism in calcium assay; P08173; CHO-hM4 cells, ACh EC80, Fluo-8 calcium fluorescence; inhibition, % at 3 µM; 360,000 tested, 0.73% active; AID 624125;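 active = inhibition above its plate's cutoff, the mean inhibition of sample wells plus 3 SD, cut at about 27% in these data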;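 also: 0% = acetylcholine EC80 with DMSO and 100% = DMSO without agonist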
Target sequence (P08173 whole entry, looked up): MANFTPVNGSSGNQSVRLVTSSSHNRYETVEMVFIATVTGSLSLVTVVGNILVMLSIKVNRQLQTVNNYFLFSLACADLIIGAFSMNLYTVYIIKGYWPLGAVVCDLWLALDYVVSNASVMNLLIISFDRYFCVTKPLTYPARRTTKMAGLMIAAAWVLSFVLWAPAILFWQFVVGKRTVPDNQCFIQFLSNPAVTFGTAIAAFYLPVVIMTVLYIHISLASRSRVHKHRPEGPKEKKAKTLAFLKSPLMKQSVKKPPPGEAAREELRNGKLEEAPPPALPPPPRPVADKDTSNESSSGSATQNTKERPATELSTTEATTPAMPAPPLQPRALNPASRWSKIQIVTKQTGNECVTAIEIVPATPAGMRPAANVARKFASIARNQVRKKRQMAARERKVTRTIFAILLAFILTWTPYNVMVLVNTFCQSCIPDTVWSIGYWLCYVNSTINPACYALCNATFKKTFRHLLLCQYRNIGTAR
M4 PAM: positive allosteric modulators of human muscarinic M4 receptor. 360,000 tested, 0.4% active. activation, % at 3 µM. CHO-K1 hM4/Gqi5, Fluo-8 calcium fluorescence, ACh EC20; 0% = ACh EC20, 100% = maximal ACh;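 active = activation above its plate's cutoff, the mean activation of sample wells plus 3 SD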; also: some results filed as inactive read as strong as hits
CHRM4 agonist: agonists of human muscarinic M4 receptor (CHRM4). CHO-K1 hM4/Gqi5, Fluo-8 calcium fluorescence; vehicle 0%, full acetylcholine response 100%. activation, % at 3 µM. 360,000 tested, 0.14% active. AID 624127;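 active = activation above the run mean over all test wells plus 3 SD, cut at about 32% in these data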;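 also: peak over basal fluorescence ratio per well then scaled between controls; 0% = DMSO wells and 100% = acetylcholine at EC100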
IDE cell inh: inhibitors of human insulin-degrading enzyme in cells | HEK cells, FAbetaB cleavage, fluorescence polarization | inhibition, % at 5.59 µM | 320,000 tested, 0.41% active;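 active = percent inhibition above the average of all tested compounds plus 3 SD, set per screening campaign, cut at about 16% in these data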;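 also: IDE supplied by intact live HEK cells; FP after avidin binding of uncleaved biotin substrate so inhibition keeps polarization high; 0% = DMSO wells and 100% = 60 µM reference IDE inhibitor Ii1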
CHRM5 PAM: positive allosteric modulators of human muscarinic M5 receptor. P08912. activation, % at 3 µM. AID 624038. CHO-K1 hM5, Fluo-8 calcium, ACh EC20 PAM; 0% = ACh EC20, 100% = ACh EC100. 360,000 tested, 0.3% active;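 active = activation above the run cutoff, the mean activation of all test compounds plus 3 SD, cut at about 18% in these data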
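Probe or stimulus: acetylcholine, EC20 level; Assay system: human M5 receptor in CHO-K1 cells; Schedule: compound preincubation 140 s before EC20 acetylcholine addition; Technique: intracellular calcium via Fluo-8 fluorescence; Dosing: single-point, 3 µM nominal; Read-out basis: percent activation from peak-over-basal fluorescence ratio, scaled EC20-to-EC100 acetylcholine; Repeats: one well per compound, no replicates.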
CHRM5 antagonist: blocks acetylcholine activation of human M5 receptor. P08912. CHO-hM5 cells, Fluo-8 calcium fluorescence, ACh EC80. inhibition, % at 3 µM. 360,000 tested, 0.59% active. AID 624040;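 active = inhibition above a per-plate cutoff, the mean of that plate's test compounds plus 3 SD, cut at about 27% in these data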;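 also: 0% = acetylcholine EC80 with DMSO and 100% = DMSO without agonist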
CRFR2-BP antag: antagonists of CRF-binding protein/CRF-R2 receptor complex | HEK293 CRF-R2/CRF-BP, CRF-induced calcium fluorescence | inhibition, % at 11.8 µM | 350,000 tested, 0.59% active;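 active = inhibition of the ligand-induced calcium signal above about 50% at the single tested concentration, limit read from the data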
CRFBP-R2 agonist: CRF-BP/CRF-R2 complex agonism; HEK293 CRF-R2/CRF-BP, calcium dye fluorescence (FLIPR); percent of saturating CRF peptide response; activation, % at 13.2 µM; 350,000 tested, 0.46% active;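 active = activation of at least 50%, plus an integration ratio under a set limit after plate pattern correction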;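 also: plate controls were neutral control wells without compound for no effect and CRF at EC100 for full effect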
* hit, by the source's call; & = joins results of further samples.

O=C(/C=C/c1cccc([N+](=O)[O-])c1)OCC(=O)N1CCOCC1 was read as CHRM5 agonist 2, M4 antag 7, M4 PAM 2, CHRM4 agonist 2, IDE cell inh -1, CHRM5 PAM -7, CHRM5 antagonist 4, CRFR2-BP antag 3 and CRFBP-R2 agonist -1.3.
`O=C(CSC1=NCCS1)NC(c1ccccc1)c1ccccc1` gave CHRM5 agonist -5, M4 antag 4, M4 PAM 8, CHRM4 agonist 1, IDE cell inh 6, CHRM5 PAM 5, CHRM5 antagonist 2, CRFR2-BP antag -15 and CRFBP-R2 agonist -1.9.
For O=C(c1ccccc1)c1ccc2c(c1)OCCCO2 the results were CHRM5 agonist -6, M4 antag 10, M4 PAM -5, CHRM4 agonist -1, IDE cell inh 2, CHRM5 PAM 0, CHRM5 antagonist 6, CRFR2-BP antag 8 and CRFBP-R2 agonist -1.6.
Cc1ccccc1C(=O)c1ccccc1C(=O)c1ccccc1 was read as CHRM5 agonist -7, M4 antag -3, M4 PAM 2, CHRM4 agonist 2, CHRM5 PAM 3, CHRM5 antagonist 2, CRFR2-BP antag 38 and CRFBP-R2 agonist -1.9.
Screening O=C(C[C@H]1C/C=C\CC[C@@H](Cc2ccc(F)cc2)C(=O)O[C@@H](c2ccccc2)CNC1=O)N[C@@H](CO)Cc1ccccc1 returned CHRM5 agonist 0, M4 antag -2, M4 PAM 7, CHRM4 agonist 2, IDE cell inh 7, CHRM5 PAM -3, CHRM5 antagonist 14, CRFR2-BP antag 2 and CRFBP-R2 agonist -0.3.
Screening CC(=O)Nc1ccc(Nc2cc(C)nc3c(-c4ccc(Cl)cc4)c(C)nn23)cc1 returned CHRM5 agonist 0, M4 antag -4, M4 PAM 2, CHRM4 agonist 0, IDE cell inh -2, CHRM5 PAM -2, CHRM5 antagonist 10, CRFR2-BP antag -16 and CRFBP-R2 agonist -1.0.
`COc1ccc(C)cc1NC(=O)c1ccoc1C` gave CHRM5 agonist -6, M4 antag 10, M4 PAM 5, CHRM4 agonist 0, IDE cell inh 3, CHRM5 PAM -11, CHRM5 antagonist 3, CRFR2-BP antag 5 and CRFBP-R2 agonist -0.2.
Screening CCC(=O)NC(=S)Nc1ccc(NC(=O)c2ccco2)c(Cl)c1 returned CHRM5 agonist 1, M4 antag -2, M4 PAM 7, CHRM4 agonist 1, IDE cell inh 6, CHRM5 PAM 7, CHRM5 antagonist -3, CRFR2-BP antag 9 and CRFBP-R2 agonist 1.9.
For Cc1cc(N2CC(C(=O)O)CC2=O)ccc1Br (stereo unspecified) the results were CHRM5 agonist -1, M4 antag -4, M4 PAM -1, CHRM4 agonist 1, IDE cell inh 5, CHRM5 PAM 1, CHRM5 antagonist -2, CRFR2-BP antag -5 and CRFBP-R2 agonist -1.8.
Screening COc1ccc(CC(=O)Nc2ccc(S(=O)(=O)Nc3nc(C)cc(C)n3)cc2)cc1 returned CHRM5 agonist -4, M4 antag -7, M4 PAM 13, CHRM4 agonist 1, IDE cell inh -3, CHRM5 PAM -2, CHRM5 antagonist -1, CRFR2-BP antag -22 and CRFBP-R2 agonist -0.8.
Screening COc1ccc(C2CC(C(F)(F)F)n3nc(C(=O)NCCCn4ccnc4)cc3N2)cc1OC (stereo unspecified) returned CHRM5 agonist 1, M4 antag -3, M4 PAM 9, CHRM4 agonist 0, IDE cell inh 1, CHRM5 PAM 0, CHRM5 antagonist -9, CRFR2-BP antag 15 and CRFBP-R2 agonist 1.7.
Screening N#CCCn1cc(/C=C/C(=O)O)c(-c2ccc(F)cc2)n1 returned CHRM5 agonist -6, M4 antag -1, M4 PAM -3, CHRM4 agonist 0, IDE cell inh 4, CHRM5 PAM -4, CHRM5 antagonist 3, CRFR2-BP antag -5 and CRFBP-R2 agonist 0.0.
Screening COc1cccc(C(C)(O)c2nc(-c3ccc4ccccc4c3)cs2)c1 (stereo unspecified) returned CHRM5 agonist 1, M4 antag 12, M4 PAM -3, CHRM4 agonist 7, CHRM5 PAM -8 and CHRM5 antagonist 12.
`CC(=O)c1ccc(OC(=O)CCc2nc3ccccc3s2)cc1` gave CHRM5 agonist 2, M4 antag 5, M4 PAM 2, CHRM4 agonist 3, IDE cell inh 6, CHRM5 PAM 4, CHRM5 antagonist 2, CRFR2-BP antag -13 and CRFBP-R2 agonist 0.5.
CC[C@H](C)[C@@H](CO)NC(=O)[C@H]1O[C@@H](n2ccc(=O)[nH]c2=O)[C@H](O)[C@@H]1O was read as CHRM5 agonist 1, M4 antag 0, M4 PAM -7, CHRM4 agonist -1, CHRM5 PAM -4 and CHRM5 antagonist 6.
Nc1nc(-c2ccccc2)cc(C(F)(F)F)n1 was read as CHRM5 agonist -3, M4 antag 8, M4 PAM 7, CHRM4 agonist -1, IDE cell inh 2, CHRM5 PAM 2, CHRM5 antagonist -6, CRFR2-BP antag 37 and CRFBP-R2 agonist -2.2.
For O=C(Nc1ccccc1C(=O)N1CCN(Cc2ccccc2)CC1)c1ccccc1 the results were CHRM5 agonist -2, M4 antag 6, M4 PAM -2, CHRM4 agonist 3, IDE cell inh -1, CHRM5 PAM 0, CHRM5 antagonist 15, CRFR2-BP antag -3 and CRFBP-R2 agonist 0.8.
COc1ccc2c(C(=O)c3ccc(C)cc3)n(CCCC(N)=O)[n+]([O-])c2c1 was read as CHRM5 agonist 1, M4 antag 0, M4 PAM 5, CHRM4 agonist -1, IDE cell inh 0, CHRM5 PAM 3, CHRM5 antagonist 6, CRFR2-BP antag -7 and CRFBP-R2 agonist -0.9.
Screening Cn1nc(N)c2c(-c3ccc(Cl)cc3)c(C#N)c(N)nc21 returned CHRM5 agonist -3, M4 antag -15, M4 PAM 7, CHRM4 agonist 0, IDE cell inh 16*, CHRM5 PAM -8, CHRM5 antagonist -12, CRFR2-BP antag -24 and CRFBP-R2 agonist 2.5.
`COc1ccc(NC(=O)c2cncn2-c2ccccc2)cc1` gave CHRM5 agonist -2, M4 antag -15, M4 PAM 9, CHRM4 agonist 2, IDE cell inh 0, CHRM5 PAM -2, CHRM5 antagonist 8, CRFR2-BP antag 7 and CRFBP-R2 agonist -0.7.
`CCOC(=O)C1CCN(S(=O)(=O)c2ccc(C(C)(C)C)cc2)CC1` gave CHRM5 agonist -3, M4 antag 12, M4 PAM -11, CHRM4 agonist 0, IDE cell inh 10, CHRM5 PAM -11, CHRM5 antagonist 21, CRFR2-BP antag -16 and CRFBP-R2 agonist 3.3.
O=C(NCCOc1ccc(F)cc1)C1CCC(=O)N(CCCN2CCOCC2)C1 (stereo unspecified) was read as CHRM5 agonist -4, M4 antag -6, M4 PAM 2, CHRM4 agonist 1, IDE cell inh 4, CHRM5 PAM 1, CHRM5 antagonist -3, CRFR2-BP antag -8 and CRFBP-R2 agonist -1.3.
For O=Cc1cccn1-c1sc2c(c1C(=O)O)CCCC2 the results were CHRM5 agonist -1, M4 antag 0, M4 PAM -2, CHRM4 agonist 0, IDE cell inh 7, CHRM5 PAM -2, CHRM5 antagonist -5, CRFR2-BP antag 7 and CRFBP-R2 agonist 1.4.
Screening COC(C/C=C\C(=O)[C@H](C)OCc1ccccc1)OC returned CHRM5 agonist 2, M4 antag -11, M4 PAM 10, CHRM4 agonist 4, IDE cell inh 1, CHRM5 PAM 11, CHRM5 antagonist 6, CRFR2-BP antag -3 and CRFBP-R2 agonist 3.3.
Screening CNc1cc(F)nc(F)n1 returned CHRM5 agonist 0, M4 antag -4, M4 PAM -2, CHRM4 agonist 1, IDE cell inh 1, CHRM5 PAM 3, CHRM5 antagonist -8, CRFR2-BP antag -5 and CRFBP-R2 agonist -0.3.
N#Cc1ccc(OCC(=O)Nc2ccncc2)cc1 was read as CHRM5 agonist -2, M4 antag -2, M4 PAM 1, CHRM4 agonist 2, IDE cell inh -2, CHRM5 PAM 1, CHRM5 antagonist 8, CRFR2-BP antag 5 and CRFBP-R2 agonist -1.3.
Screening CCNC(=S)N1CCc2cc(OC)c(OC)cc2C1COc1ccc(F)cc1 (stereo unspecified) returned CHRM5 agonist -7, M4 antag 1, M4 PAM -4, CHRM4 agonist 5, IDE cell inh 6, CHRM5 PAM 4, CHRM5 antagonist 2, CRFR2-BP antag 13 and CRFBP-R2 agonist 1.0.
Screening Cc1ccc(NC(=O)C2CCCN(S(=O)(=O)c3cccs3)C2)cc1 (stereo unspecified) returned CHRM5 agonist 2, M4 antag -2, M4 PAM 2, CHRM4 agonist 7, IDE cell inh 0, CHRM5 PAM -5, CHRM5 antagonist -5, CRFR2-BP antag 7 and CRFBP-R2 agonist -1.8.
For Cc1ccc(N(C(=O)c2csnn2)C(C(=O)NC2CCCCC2)c2cccnc2)c(C)c1 (stereo unspecified) the results were CHRM5 agonist 1, M4 antag 3, M4 PAM -1, CHRM4 agonist 1, IDE cell inh 1, CHRM5 PAM 6, CHRM5 antagonist -4, CRFR2-BP antag -32 and CRFBP-R2 agonist 2.8.
Screening Cc1ccc(C(=O)O/N=C/c2ccc(N(C)C)cc2)cc1 returned CHRM5 agonist 2, M4 antag -9, M4 PAM 3, CHRM4 agonist 2, IDE cell inh 2, CHRM5 PAM 5, CHRM5 antagonist 3, CRFR2-BP antag -15 and CRFBP-R2 agonist 1.8.

Two records picked at random from those above:
Screening Cc1ccc(NC(=O)C2CCCN(S(=O)(=O)c3cccs3)C2)cc1 (stereo unspecified) returned CHRM5 agonist 2, M4 antag -2, M4 PAM 2, CHRM4 agonist 7, IDE cell inh 0, CHRM5 PAM -5, CHRM5 antagonist -5, CRFR2-BP antag 7 and CRFBP-R2 agonist -1.8.
Screening Cc1ccc(C(=O)O/N=C/c2ccc(N(C)C)cc2)cc1 returned CHRM5 agonist 2, M4 antag -9, M4 PAM 3, CHRM4 agonist 2, IDE cell inh 2, CHRM5 PAM 5, CHRM5 antagonist 3, CRFR2-BP antag -15 and CRFBP-R2 agonist 1.8.

Following part
Screening COc1ccc(/C=C/c2cc(C(F)(F)F)[nH]c(=O)n2)cc1OC returned CHRM5 agonist 4, M4 antag -8, M4 PAM 2, CHRM4 agonist -1, IDE cell inh -1, CHRM5 PAM 13, CHRM5 antagonist -13, CRFR2-BP antag 17 and CRFBP-R2 agonist 9.6.
For CCN(CC)CCn1c2c(c(SCC(=O)Nc3cc(C)ccc3C)nc1=O)CCC2 the results were CHRM5 agonist -5, M4 antag 10, M4 PAM -3, CHRM4 agonist 1, IDE cell inh -6, CHRM5 PAM 1, CHRM5 antagonist 4, CRFR2-BP antag 0 and CRFBP-R2 agonist -2.3.
O=C(c1ccc2c(c1)[nH]c(=S)n1c3ccccc3nc21)N1CCN(c2cccc(Cl)c2)CC1 was read as CHRM5 agonist -1, M4 antag -3, M4 PAM -4, CHRM4 agonist 0, IDE cell inh 5, CHRM5 PAM -7, CHRM5 antagonist 8, CRFR2-BP antag -6 and CRFBP-R2 agonist 0.1.
`CC[C@H](C)C(=O)O[C@H]1C[C@@H](C)C=C2C=C[C@H](C)[C@H](CC[C@@H]3C[C@@H](O)CC(=O)O3)[C@H]21` gave CHRM5 agonist 1&2, M4 antag 4&-9, M4 PAM -2&10, CHRM4 agonist 0&1, IDE cell inh 3&7, CHRM5 PAM -1&8, CHRM5 antagonist 2&-7, CRFR2-BP antag -7&9 and CRFBP-R2 agonist 1.3&-0.8.
Screening CSc1ncccc1C(=O)OCC(=O)NC12CC3CC(CC(C3)C1)C2 returned CHRM5 agonist -3, M4 antag 6, M4 PAM -2, CHRM4 agonist 3, IDE cell inh -1, CHRM5 PAM -1, CHRM5 antagonist 16, CRFR2-BP antag -1 and CRFBP-R2 agonist -3.2.
